Pf apPOL block: Pf-apPOL DNA polymerase inhibition | Recombinant Pf-apPOL, molecular beacon fluorescence, 1.5 h | inhibition, % at 10 µM | actives 0.25% (n = 210,000) | AID 1794808
mHTT CaM bind: disrupts binding of mutant huntingtin to calmodulin; actives 3.6% (n = 190,000); P42858; AID 1671202; AlphaScreen His-mHTT/GST-CaM binding, luminescence; inhibition, % at 15 µM;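 also: 0% = both proteins with DMSO and 100% = one protein alone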
Target sequence (P42858 whole entry, looked up, stated change not applied): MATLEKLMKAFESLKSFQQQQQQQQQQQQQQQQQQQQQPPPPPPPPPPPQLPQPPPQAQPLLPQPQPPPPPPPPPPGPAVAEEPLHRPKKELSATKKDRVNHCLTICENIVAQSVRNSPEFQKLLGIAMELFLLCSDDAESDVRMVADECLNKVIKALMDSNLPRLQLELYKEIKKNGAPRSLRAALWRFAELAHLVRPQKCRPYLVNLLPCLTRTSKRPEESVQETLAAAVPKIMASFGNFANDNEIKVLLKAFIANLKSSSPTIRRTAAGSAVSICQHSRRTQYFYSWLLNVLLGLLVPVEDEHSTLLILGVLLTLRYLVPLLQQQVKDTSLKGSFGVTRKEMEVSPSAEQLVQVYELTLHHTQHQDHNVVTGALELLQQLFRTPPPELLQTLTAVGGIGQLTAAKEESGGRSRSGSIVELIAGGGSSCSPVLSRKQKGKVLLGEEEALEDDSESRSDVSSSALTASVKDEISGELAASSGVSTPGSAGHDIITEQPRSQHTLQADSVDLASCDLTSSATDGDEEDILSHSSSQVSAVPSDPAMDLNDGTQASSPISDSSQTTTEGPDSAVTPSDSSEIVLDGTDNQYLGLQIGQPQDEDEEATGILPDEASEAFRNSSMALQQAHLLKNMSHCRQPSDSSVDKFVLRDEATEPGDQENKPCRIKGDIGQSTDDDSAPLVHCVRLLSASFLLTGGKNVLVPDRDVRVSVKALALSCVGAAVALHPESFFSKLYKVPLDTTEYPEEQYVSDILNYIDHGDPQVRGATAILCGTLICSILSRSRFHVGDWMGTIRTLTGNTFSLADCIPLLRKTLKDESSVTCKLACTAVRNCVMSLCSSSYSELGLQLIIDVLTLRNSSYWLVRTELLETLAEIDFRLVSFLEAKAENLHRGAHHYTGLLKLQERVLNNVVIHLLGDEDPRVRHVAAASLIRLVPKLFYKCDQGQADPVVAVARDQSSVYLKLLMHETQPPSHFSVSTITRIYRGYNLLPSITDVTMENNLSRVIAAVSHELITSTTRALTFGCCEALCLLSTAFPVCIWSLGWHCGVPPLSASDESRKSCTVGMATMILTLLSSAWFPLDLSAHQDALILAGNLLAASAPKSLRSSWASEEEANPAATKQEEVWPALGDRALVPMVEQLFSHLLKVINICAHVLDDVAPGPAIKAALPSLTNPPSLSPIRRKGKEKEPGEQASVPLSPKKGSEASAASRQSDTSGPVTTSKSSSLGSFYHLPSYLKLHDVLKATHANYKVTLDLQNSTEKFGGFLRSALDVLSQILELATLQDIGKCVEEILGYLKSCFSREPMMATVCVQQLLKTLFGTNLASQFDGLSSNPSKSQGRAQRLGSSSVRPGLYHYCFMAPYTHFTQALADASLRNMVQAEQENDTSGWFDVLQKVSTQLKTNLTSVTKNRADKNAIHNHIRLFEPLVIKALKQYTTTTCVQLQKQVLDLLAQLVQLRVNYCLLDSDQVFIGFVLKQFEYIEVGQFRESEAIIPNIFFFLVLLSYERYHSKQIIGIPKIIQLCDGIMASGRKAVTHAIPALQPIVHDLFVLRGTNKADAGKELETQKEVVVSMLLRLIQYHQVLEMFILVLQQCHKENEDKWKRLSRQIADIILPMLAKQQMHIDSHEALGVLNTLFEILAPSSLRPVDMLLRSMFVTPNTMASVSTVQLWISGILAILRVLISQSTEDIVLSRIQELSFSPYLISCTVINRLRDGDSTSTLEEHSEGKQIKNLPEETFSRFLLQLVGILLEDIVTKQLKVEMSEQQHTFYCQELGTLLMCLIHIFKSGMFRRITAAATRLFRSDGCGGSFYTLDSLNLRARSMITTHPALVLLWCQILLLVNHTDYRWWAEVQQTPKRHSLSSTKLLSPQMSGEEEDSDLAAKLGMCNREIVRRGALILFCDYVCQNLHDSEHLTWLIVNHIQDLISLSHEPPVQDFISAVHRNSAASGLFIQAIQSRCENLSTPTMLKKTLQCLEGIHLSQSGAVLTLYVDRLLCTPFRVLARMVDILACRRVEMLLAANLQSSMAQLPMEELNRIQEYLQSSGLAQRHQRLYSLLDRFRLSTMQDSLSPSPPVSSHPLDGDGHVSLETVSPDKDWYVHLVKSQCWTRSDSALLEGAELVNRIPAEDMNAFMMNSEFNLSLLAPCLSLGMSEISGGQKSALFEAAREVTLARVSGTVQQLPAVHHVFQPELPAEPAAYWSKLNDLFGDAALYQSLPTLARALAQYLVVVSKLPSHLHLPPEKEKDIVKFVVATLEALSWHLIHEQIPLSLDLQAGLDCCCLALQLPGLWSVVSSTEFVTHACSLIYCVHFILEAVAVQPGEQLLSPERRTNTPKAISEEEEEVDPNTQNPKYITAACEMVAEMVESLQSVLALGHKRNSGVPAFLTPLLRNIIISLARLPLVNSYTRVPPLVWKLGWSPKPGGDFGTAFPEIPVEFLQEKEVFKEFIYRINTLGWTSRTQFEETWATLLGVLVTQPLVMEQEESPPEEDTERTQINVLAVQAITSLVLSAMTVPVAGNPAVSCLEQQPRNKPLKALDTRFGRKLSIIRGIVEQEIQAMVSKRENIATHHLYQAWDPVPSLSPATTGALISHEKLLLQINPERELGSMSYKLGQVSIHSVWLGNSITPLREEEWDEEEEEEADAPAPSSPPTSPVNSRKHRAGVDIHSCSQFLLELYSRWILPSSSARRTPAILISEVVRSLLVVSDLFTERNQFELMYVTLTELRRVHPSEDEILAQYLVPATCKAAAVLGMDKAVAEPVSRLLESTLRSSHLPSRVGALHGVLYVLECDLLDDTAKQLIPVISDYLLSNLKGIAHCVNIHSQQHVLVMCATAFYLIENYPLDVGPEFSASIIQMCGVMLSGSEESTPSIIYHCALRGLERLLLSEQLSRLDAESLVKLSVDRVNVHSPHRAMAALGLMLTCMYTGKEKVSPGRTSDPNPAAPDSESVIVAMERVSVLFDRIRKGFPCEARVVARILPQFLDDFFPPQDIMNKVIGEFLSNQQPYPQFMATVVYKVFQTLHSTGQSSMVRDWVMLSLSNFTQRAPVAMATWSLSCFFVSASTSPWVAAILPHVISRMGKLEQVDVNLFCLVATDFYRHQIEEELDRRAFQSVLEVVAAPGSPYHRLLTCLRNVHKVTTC
* marks the source's active call; other numbers are inactive results; & = joins results of further samples. Rule as the data show it: active = inhibition above about 50%; inactive = the rest. The list is partial; the hit share may differ from the screen's.

For CCc1ccccc1NC(=O)CN1C(=O)NC2(CCC(C)CC2)C1=O (stereo not given) the results were Pf apPOL block 0.3 and mHTT CaM bind -2.4.
Cc1cc2ccccc2n1CCNC(=O)c1ccc(Cl)c([N+](=O)[O-])c1 was read as Pf apPOL block -1.4 and mHTT CaM bind 29.0.
Screening OC[C@H]1O[C@@H](n2cnc3c(NC4CCCCC4)ncnc32)[C@H](O)[C@@H]1O returned Pf apPOL block 8.5.
For Cc1ccc(C#N)c(SCC(N)=O)n1 the results were Pf apPOL block -8.4 and mHTT CaM bind -2.8.
For CCc1ccccc1N(CC(=O)NCc1ccc(OC)cc1)S(C)(=O)=O the results were Pf apPOL block -8.4 and mHTT CaM bind 0.4.
`O=C(CCc1ccccc1)Nc1nnc(SCc2nc3ccccc3[nH]2)s1` gave Pf apPOL block -19.2 and mHTT CaM bind 5.6.
`CC(C)NC(=O)c1ccccc1NS(=O)(=O)c1ccc2c(c1)OCCO2` gave Pf apPOL block -0.3 and mHTT CaM bind -9.1.
Screening O=S1(=O)C[C@H](N2CCCC2)[C@@H](COCc2ccccc2)N1 returned Pf apPOL block -3.0 and mHTT CaM bind -2.0.
`COc1cc2c(cc1NC(=O)c1ccccc1I)oc1ccccc12` gave Pf apPOL block 22.6 and mHTT CaM bind -3.4.
For CCOc1ccc2c(c1)-c1c(ssc1=S)C(C)(C)N2C the results were mHTT CaM bind 96.7*.
Screening C/C=C(\C)CN1CCc2cc(OC)c(OC)cc2C1 returned Pf apPOL block -9.3 and mHTT CaM bind 0.6.
COc1ccc2c(=O)c(Oc3cc(C)ccc3C)coc2c1 was read as Pf apPOL block -0.6&-0.3 and mHTT CaM bind -18.0&-7.8.
C=CCNC(=O)c1cnn2c1NC(c1cccs1)CC2C(F)(F)F (stereo not given) was read as Pf apPOL block -0.3 and mHTT CaM bind 3.0.
Screening COc1ccc(CNC(=O)CCS(=O)(=O)Cc2cccc(Cl)c2)c(OC)c1 returned Pf apPOL block -13.1 and mHTT CaM bind 12.0.
For Cc1c(-c2noc(-c3cccc(F)c3)n2)nnn1-c1ccc(F)cc1 the results were Pf apPOL block -2.7 and mHTT CaM bind -7.8.
Screening O=C(CSc1nc2ccc([N+](=O)[O-])cc2[nH]1)Nc1ccc(F)c(F)c1 returned Pf apPOL block -0.5 and mHTT CaM bind 12.0.
Screening O=C(c1ccc(OCC2CCCN(C(=O)c3ccccc3F)C2)cc1)N1CCCCC1 (stereo not given) returned Pf apPOL block -0.1 and mHTT CaM bind 3.6.
Cc1ccc(C(=O)ONC(=Nc2ccccc2C)c2nonc2N)cc1 was read as Pf apPOL block -3.1 and mHTT CaM bind 3.0.
`C=CCc1c(NCc2ccccc2)nc(C)nc1NCc1ccccc1` gave Pf apPOL block -6.6 and mHTT CaM bind -12.0.
For COc1ccc(OCCOc2cccc(C=O)c2)cc1 the results were Pf apPOL block -7.2 and mHTT CaM bind 1.1.
CCNC(=O)N1CCC(c2nc(C)ccc2C(=O)NCc2ccc(C)cc2)CC1 was read as Pf apPOL block -3.4 and mHTT CaM bind 2.4.
For CCNC(=O)c1ccc(-c2nc(-c3ccccc3)no2)cc1 the results were Pf apPOL block -2.9 and mHTT CaM bind -10.2.
For COc1ccccc1C1=NOC(C(=O)NCC(C)C)C1 (stereo not given) the results were Pf apPOL block -7.4 and mHTT CaM bind -0.3.
O=C(c1cc(-c2cccs2)[nH]n1)N1CCc2c(nc[nH]c2=O)C1 was read as Pf apPOL block -5.4 and mHTT CaM bind -4.2.
CCOC(=O)CN1C(=O)C(=Cc2ccc(OC)cc2)N=C1c1ccccc1 was read as Pf apPOL block -2.4.
`COc1cccc(OC)c1C(=O)Oc1cc(C)c2c(c1)OC(=Cc1cccnc1)C2=O` gave Pf apPOL block -0.5 and mHTT CaM bind 10.4.
`Cc1cc(C(C)(C)C)ccc1OCCN(C)C` gave Pf apPOL block 0.5 and mHTT CaM bind -2.8.
For Cc1cc(C(=O)NCCC2=CCCCC2)ccc1[N+](=O)[O-] the results were Pf apPOL block -0.9 and mHTT CaM bind -4.6.
Screening CCCCN(C)S(=O)(=O)c1cc(C(=O)Nc2cccc(Cl)c2)ccc1F returned Pf apPOL block -4.1 and mHTT CaM bind -24.0.
`COc1cc(OC)cc(C(=O)N2CCN(c3ccc([N+](=O)[O-])cc3Cl)CC2)c1` gave Pf apPOL block -6.2 and mHTT CaM bind 36.8.

3 compounds picked at random from those above, as already listed:
For COc1ccccc1C1=NOC(C(=O)NCC(C)C)C1 (stereo not given) the results were Pf apPOL block -7.4 and mHTT CaM bind -0.3.
O=C(c1cc(-c2cccs2)[nH]n1)N1CCc2c(nc[nH]c2=O)C1 was read as Pf apPOL block -5.4 and mHTT CaM bind -4.2.
CCNC(=O)N1CCC(c2nc(C)ccc2C(=O)NCc2ccc(C)cc2)CC1 was read as Pf apPOL block -3.4 and mHTT CaM bind 2.4.

Continuation.
Cn1nc(C(=O)N2CCc3nc4cc[nH]n4c(=O)c3C2)c2ccccc21 was read as Pf apPOL block -0.7 and mHTT CaM bind -3.3.
Screening O=C(NCc1ccco1)C(=O)Nc1nccs1 returned Pf apPOL block 2.6 and mHTT CaM bind -1.6.
N#CC1=CN(c2ccccc2Br)c2ccccc2S1(=O)=O was read as Pf apPOL block -1.4 and mHTT CaM bind -1.7.
COCCC1CCN(C(=O)COc2ccccc2C)CC1 was read as Pf apPOL block -1.3 and mHTT CaM bind -5.0.
For O=c1c2sccc2n(Cc2ccccc2)c(=O)n1-c1ccc(F)cc1F the results were Pf apPOL block 5.7 and mHTT CaM bind -10.0.
Screening O=C(C=CC=Cc1ccc2c(c1)OCO2)N1CCCCC1 returned Pf apPOL block -18.7&-15.9.
COc1ccc(C2C(C(=O)Nc3ccc(C)c(F)c3)CCC(=O)N2c2ccc(OC)cc2)cc1 (stereo not given) was read as Pf apPOL block -4.4 and mHTT CaM bind 32.0.
Screening CCCCNC(=O)CSc1nc2nc(C)c(Cc3ccccc3Cl)c(C)n2n1 returned Pf apPOL block -6.1 and mHTT CaM bind 15.0.
O=[N+]([O-])c1ccc(Nc2ccc(Br)c(Cl)c2)c([N+](=O)[O-])c1 was read as mHTT CaM bind 7.0.
`CCOCCCNC(=O)c1nc(-c2cccc(F)c2)n2c1CCCCC2` gave Pf apPOL block -2.0 and mHTT CaM bind 20.3.
For CC1(C)CCc2cc(C3SCCS3)ccc2O1 the results were Pf apPOL block -28.8.
O=C(c1ccccn1)N1CCC(Oc2cc(N3CCOCC3)ncn2)C1 (stereo not given) was read as Pf apPOL block -2.7 and mHTT CaM bind -1.7.
CC(C)Cn1cc(C(=O)NC2CCCC(C)C2C)c2c3ccccc3n(C)c2c1=O (stereo not given) was read as Pf apPOL block 2.0 and mHTT CaM bind 4.0.
`Cc1cc(C)n(-c2nn3c(=O)c4ccccc4nc3c3ccccc23)n1` gave Pf apPOL block 11.9 and mHTT CaM bind -9.0.
For C=C(C)COc1ccc2c(=O)c(Oc3ccc(OC)cc3)c(C)oc2c1 the results were Pf apPOL block -8.9 and mHTT CaM bind -20.6.
`CCCC[C@H]1[C@@H]2C[C@H]([C@H]3CCCCN31)[C@H](OC(=O)Nc1ccccc1OC)C2` gave Pf apPOL block -2.5 and mHTT CaM bind -8.5.
`Cc1ccc(C)c2c(N)c3c(nc12)CCCCC3` gave Pf apPOL block -3.3 and mHTT CaM bind -5.0.
`O=C(Cn1nc(N2CCCCCC2)c2ccccc2c1=O)Nc1ccc(Cl)cc1` gave Pf apPOL block -4.4 and mHTT CaM bind 18.4.
Screening CCCc1nnc(NC(=O)c2c(O)c3cccc4c3n(c2=O)CCC4)s1 returned Pf apPOL block -5.0 and mHTT CaM bind 0.0.
`O=C(Cc1ccc(-n2c(=O)[nH]c3ccccc3c2=O)cc1)N1CCN(c2ccccn2)CC1` gave Pf apPOL block -0.3 and mHTT CaM bind 2.0.
For CCNC(=O)c1csc(-c2ccc(OCC)cc2Cl)n1 the results were Pf apPOL block -5.8 and mHTT CaM bind 6.7.
Screening N#CC1=C(N)N(c2ccc(Cl)cc2)C2=C(C(=O)CCC2)C1c1cc(Br)cs1 (stereo not given) returned Pf apPOL block -9.7 and mHTT CaM bind 55.0*.
Screening CC1(C)C(C=C(Cl)Cl)C1C(=O)Nc1sc2c(c1C(N)=O)CCCC2 (stereo not given) returned Pf apPOL block 0.6 and mHTT CaM bind 100.0*.
For N#CC1=CN(c2cccc(Br)c2)c2ccc(F)cc2S1(=O)=O the results were Pf apPOL block -0.2 and mHTT CaM bind 5.8.
Screening CSc1nc2n(n1)C(c1cccs1)C1=C(CCCC1=O)N2 (stereo not given) returned Pf apPOL block -5.8 and mHTT CaM bind -2.0.
Screening Cc1ccc(C(=O)N2CCC(CCOc3ccccc3)CC2)cc1 returned Pf apPOL block -4.7 and mHTT CaM bind -5.7.
For O=C(NCCc1ccccn1)c1nc2ccccc2c(=O)[nH]1 the results were Pf apPOL block -3.5.
Screening O=C(Nc1ccc(Cl)cc1)c1cc2n(n1)CCCN(Cc1ccc(F)cc1)C2=O returned Pf apPOL block -4.1 and mHTT CaM bind -4.8.
`O=C(CCC1CCCC1)N1CCc2nc[nH]c2C1` gave Pf apPOL block -3.1 and mHTT CaM bind 8.2.
Screening CCOc1sc(C)c(C)c(=O)c1N returned mHTT CaM bind 1.1.
Screening COc1ccc(Br)cc1/C=c1\sc2nc(=O)c(Cc3ccccc3)nn2c1=O returned Pf apPOL block 12.6 and mHTT CaM bind 18.0.
`COc1cccc(C2=Cc3ccc(F)cc3C(CC(C)=O)N2c2ccc(C#CC3(O)CCCCC3)cc2)c1` (stereo not given) gave Pf apPOL block -7.2 and mHTT CaM bind -19.3.
Screening Cc1cc2ncc(-c3cnc(SCCS(=O)(=O)c4ccc(Cl)cc4)nc3)c(C)n2n1 returned Pf apPOL block -2.2.
CCOc1cc(C2Nc3ccccc3NC3=C2C(=O)CC(c2ccccc2)C3)cc(Cl)c1O (stereo not given) was read as Pf apPOL block -55.0 and mHTT CaM bind 40.0.
COC(=O)COc1ccc2c(=O)c(-c3ccc4c(c3)OCCO4)c(C)oc2c1 was read as Pf apPOL block 13.5 and mHTT CaM bind 1.7.
CC1CCC(C(C)C)C(OC(=O)CSc2n[nH]c(=O)[nH]c2=O)C1 (stereo not given) was read as mHTT CaM bind 4.4.
Screening Fc1ccccc1CNCc1ccc2c(c1)OCO2 returned Pf apPOL block -1.1 and mHTT CaM bind -0.8.
O=C(Nc1cccc(C(F)(F)F)c1)c1csc2c1CCCCC2 was read as Pf apPOL block -5.2 and mHTT CaM bind -25.1.
`CCCS(=O)(=O)N1CCc2ccc(NC(=O)Nc3c(F)cccc3F)cc2C1` gave Pf apPOL block -2.1 and mHTT CaM bind -3.6.
For COc1ccc2c(c1)c(CN1CCC(C(=O)NCCN(C)C3CCCCC3)CC1)cn2C the results were Pf apPOL block -3.9 and mHTT CaM bind -5.0.
Cc1oc(CC(C)C)c(CN2CCOCC2)c1C(=O)O was read as Pf apPOL block -0.8 and mHTT CaM bind -1.3.
`CCc1ccccc1NC(=O)N1CCC2(CC1)NC(=O)c1ccc(Cl)cc1N2CC` gave Pf apPOL block 0.0 and mHTT CaM bind 3.0.
For Cc1ccc([N+](=O)[O-])cc1S(=O)(=O)Nc1cccc(N(C)C)c1 the results were Pf apPOL block -3.6 and mHTT CaM bind 37.2.
`Cn1cc(S(=O)(=O)Cc2ccc(Cl)cc2)c2ccccc21` gave Pf apPOL block -4.6 and mHTT CaM bind 1.0.
`COc1ccc(N2CCN(c3ncc(S(=O)(=O)c4ccc(C)cc4)c(N)n3)CC2)cc1` gave Pf apPOL block -0.6 and mHTT CaM bind 19.8.

The closing four entries of the section above open the next one.
`CCc1ccccc1NC(=O)N1CCC2(CC1)NC(=O)c1ccc(Cl)cc1N2CC` gave Pf apPOL block 0.0 and mHTT CaM bind 3.0.
For Cc1ccc([N+](=O)[O-])cc1S(=O)(=O)Nc1cccc(N(C)C)c1 the results were Pf apPOL block -3.6 and mHTT CaM bind 37.2.
`Cn1cc(S(=O)(=O)Cc2ccc(Cl)cc2)c2ccccc21` gave Pf apPOL block -4.6 and mHTT CaM bind 1.0.
`COc1ccc(N2CCN(c3ncc(S(=O)(=O)c4ccc(C)cc4)c(N)n3)CC2)cc1` gave Pf apPOL block -0.6 and mHTT CaM bind 19.8.
O=C(CCN1C(=O)c2ccccc2C1=O)Nc1nc2ccccc2s1 was read as Pf apPOL block 0.5&-8.4 and mHTT CaM bind 8.0&-2.4.
For COCCCN1C(=O)CCc2c(C)nc(-c3ccncc3)nc21 the results were Pf apPOL block 6.3 and mHTT CaM bind -0.2.
For COc1cccc(C2=CC(c3ccc(Br)cc3)n3nnnc3N2)c1 (stereo not given) the results were Pf apPOL block -2.8 and mHTT CaM bind 1.0.
Screening Cc1ccc(NC(=O)c2ccc(C)cc2Cl)c(C)c1 returned Pf apPOL block 0.9 and mHTT CaM bind -0.2.
Screening Cn1ccnc1Sc1nc2c(c(=O)n(C)c(=O)n2C)n1C returned Pf apPOL block 1.1 and mHTT CaM bind -6.9.
CS(=O)(=O)N1CC(c2nc(-c3cccnc3)no2)C2(CCOCC2)C1 (stereo not given) was read as Pf apPOL block -8.1 and mHTT CaM bind -3.4.
For Cc1ccccc1N1C(=O)CSC12C(=O)Nc1ccccc12 (stereo not given) the results were Pf apPOL block 9.1 and mHTT CaM bind 1.0.
Cc1ccc(NC(=O)CN2N=NC3C(=O)N(c4ccc(F)cc4F)C(=O)C32)cc1 (stereo not given) was read as Pf apPOL block 17.3 and mHTT CaM bind 7.0.
Screening CN(Cc1ccccc1)C(=O)C1CCN(c2cnn(C)c(=O)c2)CC1 returned Pf apPOL block -5.7 and mHTT CaM bind 1.8.
For O=C(CSc1nccn1-c1ccc(Cl)cc1)Nc1ccc(Cl)c(Cl)c1 the results were Pf apPOL block -4.1 and mHTT CaM bind 5.0.
Screening COc1ccc(S(=O)(=O)NCCSCc2ccco2)cc1 returned Pf apPOL block -8.6 and mHTT CaM bind 0.0.
Screening CC(C)C[C@H](NC(=O)[C@H](O)[C@H](N)Cc1ccccc1)C(=O)O returned Pf apPOL block 2.9.
Cc1ccc2c(c1)C(=O)NC1(CCN(C(=O)NCc3ccccc3)CC1)N2C was read as Pf apPOL block -2.0 and mHTT CaM bind -3.8.
